Assay outcomes (PubChem)
PAFAH2 FP inh – PAFAH2 (human) inhibition. 0.99% of 340,000 active. recombinant PAFAH2, FP-rhodamine activity probe, fluorescence polarization. Q99487. AID 492956. inhibition, % at 3.39 µM;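 active means inhibition above the mean over all tested compounds plus 3 SD, cut at about 30% in these data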;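 further: inhibitors block probe labeling of enzyme so polarization drops; 0% = enzyme with DMSO and 100% = wells lacking PAFAH2 protein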
LYPLA2 counter – counter-screen for PME1 inhibitors: inhibitors of human LYPLA2. O95372. recombinant LYPLA2, FP-Rh probe fluorescence polarization. inhibition, % at 5.9 µM. 0.38% of 320,000 active. AID 2177;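 active means inhibition above the screen-wide mean plus 3 SD, limit set per campaign, cut at about 26% in these data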;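 further: 0% = LYPLA2 with DMSO and 100% = wells lacking LYPLA2 enzyme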
Target sequence (O95372 whole entry, looked up): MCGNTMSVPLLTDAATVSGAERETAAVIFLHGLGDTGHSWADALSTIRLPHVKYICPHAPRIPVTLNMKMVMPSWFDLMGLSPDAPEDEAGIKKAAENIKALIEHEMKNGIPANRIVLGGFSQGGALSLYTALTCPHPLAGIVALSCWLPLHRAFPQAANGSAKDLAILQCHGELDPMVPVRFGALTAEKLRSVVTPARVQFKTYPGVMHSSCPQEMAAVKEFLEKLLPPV
GSTO1 counter – counter-screen for RBBP9 inhibitors: inhibitors of human GSTO1; P78417; recombinant GSTO1, activity-based probe fluorescence polarization; inhibition, % at 5.96 µM; 1.1% of 300,000 active; AID 1974;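 active means inhibition above the campaign mean inhibition plus 3 SD, cut at about 35% in these data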;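 further: 0% = GSTO1-1 with DMSO and 100% = wells lacking GSTO1-1 enzyme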
pPAFAH inh – pPAFAH (human) enzyme inhibition. Q13093. recombinant pPAFAH, FP-rhodamine probe fluorescence polarization. inhibition, % at 3.39 µM. 1.5% of 330,000 active;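 active means inhibition above the mean inhibition across the screen plus 3 SD, cut at about 25% in these data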;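 further: inhibitors block binding of the rhodamine activity-based probe so polarization drops; 0% = enzyme with DMSO and 100% = wells lacking pPAFAH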
PAD4 FP inh – inhibitors of human PAD4 | recombinant PAD4, RCA probe fluorescence polarization | AID 485272 | inhibition, % at 6.36 µM | Q9UM07 | 0.41% of 330,000 active;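 active means percent inhibition above a cutoff equal to the mean of all tested compounds plus 3 SD, cut at about 15% in these data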;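 further: 0% = PAD4 with RCA probe and DMSO and 100% = probe without PAD4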
Target sequence (Q9UM07 whole entry, looked up): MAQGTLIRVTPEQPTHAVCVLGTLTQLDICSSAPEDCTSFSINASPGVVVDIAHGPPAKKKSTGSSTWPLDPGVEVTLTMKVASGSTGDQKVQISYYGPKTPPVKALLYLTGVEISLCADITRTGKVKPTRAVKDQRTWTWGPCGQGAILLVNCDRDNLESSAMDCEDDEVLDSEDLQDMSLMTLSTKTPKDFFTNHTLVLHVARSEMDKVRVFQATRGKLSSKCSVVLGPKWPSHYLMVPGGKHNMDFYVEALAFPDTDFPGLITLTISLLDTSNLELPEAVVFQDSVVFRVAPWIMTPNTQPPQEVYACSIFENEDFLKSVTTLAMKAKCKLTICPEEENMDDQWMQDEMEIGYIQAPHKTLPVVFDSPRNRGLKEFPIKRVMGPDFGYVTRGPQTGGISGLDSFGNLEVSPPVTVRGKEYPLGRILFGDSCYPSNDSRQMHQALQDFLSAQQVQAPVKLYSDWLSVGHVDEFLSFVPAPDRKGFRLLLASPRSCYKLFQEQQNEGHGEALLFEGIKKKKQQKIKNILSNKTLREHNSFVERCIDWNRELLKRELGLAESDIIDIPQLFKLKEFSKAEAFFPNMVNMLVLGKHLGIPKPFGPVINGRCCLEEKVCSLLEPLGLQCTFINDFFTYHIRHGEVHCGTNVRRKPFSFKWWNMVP
PME-1 inh – blocks human protein phosphatase methylesterase 1; Q9Y570; recombinant PME-1, FP-Rh probe fluorescence polarization; inhibition, % at 5.9 µM; 0.53% of 320,000 active; AID 2130;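 active means inhibition above the campaign mean of all compounds plus 3 SD, cut at about 26% in these data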;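 further: competitive labeling of PME-1 active site by serine hydrolase directed probe; 0% = PME-1 with DMSO and 100% = wells lacking PME-1 enzyme; inhibitors block probe labeling so polarization falls and inhibition rises; many of its hits are not listed in these tables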
PAFAH1B2 inh – blocks human PAF acetylhydrolase 1b catalytic subunit 2. recombinant PAFAH1B2, FP-rhodamine activity probe, fluorescence polarization. inhibition, % at 3.39 µM. 1.2% of 340,000 active;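 active means inhibition above the mean of all tested compounds plus 3 SD, cut at about 24% in these data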;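 further: 0% = enzyme with DMSO and 100% = wells lacking PAFAH1B2; many of its hits are not listed in these tables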
LYPLA1 counter – LYPLA1 (human) inhibition in PME1 counter-screen; inhibition, % at 5.9 µM; recombinant LYPLA1, FP-Rh probe fluorescence polarization; 0.16% of 320,000 active;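 active means inhibition above the mean of all tested compounds plus 3 SD, set per campaign, cut at about 14% in these data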;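 further: inhibitors block serine hydrolase probe labeling of LYPLA1 so polarization falls; 0% = enzyme with DMSO and 100% = wells lacking LYPLA1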
PAFAH1B3 inh – blocks human PAF acetylhydrolase 1B catalytic subunit 3; Q15102; recombinant PAFAH1B3, FP-rhodamine probe, fluorescence polarization; inhibition, % at 3.39 µM; 0.28% of 340,000 active; AID 492972;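 active means inhibition above the screen-wide average of all tested compounds plus 3 SD, cut at about 25% in these data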;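 further: 0% = enzyme with DMSO only and 100% = wells lacking PAFAH1B3 protein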
Starred values were filed as active, the others as inactive; x = no result given. These rows are one share of the data, so the mix of outcomes need not match the whole.

Order of results: PAFAH2 FP inh	LYPLA2 counter	GSTO1 counter	pPAFAH inh	PAD4 FP inh	PME-1 inh	PAFAH1B2 inh	LYPLA1 counter	PAFAH1B3 inh
- Cc1snc(SCc2cccc(Cl)c2)c1C#N
  -2	14	0	13	2	-5	2	0	5
- COc1ccc(C(=O)C23CC4CC(C2)CC(C(=O)c2ccc(OC)cc2)(C4)C3)cc1
  1	-4	4	5	4	-6	-5	-5	2
- O=C(CSc1ncn[nH]1)NC1CC2CCC1C2 (configuration not stated)
  5	-8	10	-9	-12	-12	1	-3	5
- CC1N(O)C(C)(C)C(c2ccccc2)=[N+]1[O-] (configuration not stated)
  -5	-2	-3	-1	-2	-1	-3	-2	-5
- COc1ccc(N/C=C(\C#N)S(=O)(=O)c2ccc(Cl)cc2)c(OC)c1
  -6	1	-30	4	0	3	12	-2	-2
- Cc1cc(C)nc(NC(=S)Nc2cccc(F)c2)c1
  3	2	5	-1	2	-1	1	-1	2
- NNc1nc(Nc2ccc([N+](=O)[O-])cc2)nc(N2CCCCCC2)n1
  -7	-20	-2	4	1	-16	-5	-17	1
- CN(C)S(=O)(=O)c1cccn1-c1ncc(C(F)(F)F)cc1Cl
  -6	6	5	3	-4	-5	2	0	4
- Cc1cccc(NC(=S)N(Cc2cccs2)Cc2cc3cc(C)cc(C)c3[nH]c2=O)c1
  -12	-4	-1	-2	1	-3	6	-4	9
- O=S(=O)(Nc1ccccc1Cl)c1ccc2[nH]c(=S)oc2c1
  1	5	-6	8	-1	-2	0	2	16
- CC(C)CN1CCC(=O)N(CCSc2ccc(Br)cc2)CC1
  6	9	6	24	1	-4	24	-1	9
- COCc1ccc(C(=O)OC(C)C(=O)Nc2c(C)n(C)n(-c3ccccc3)c2=O)cc1 (configuration not stated)
  -3	0	x	-7	2	-3	-1	-1	6
- CC(=O)N=C1SC2CS(=O)(=O)CC2N1Cc1ccc(C)cc1 (configuration not stated)
  x	-16	-2	4	3	1	x	-1	x
- CS(=O)(=O)N(CC(=O)N1CCOCC1)Cc1ccccc1
  -6	1	-4	1	2	1	-7	3	2
- CC(=O)C1=C(C)OC2(O)c3ccccc3C(=O)C12O (configuration not stated)
  x	9	72*	-1	-11	3	x	3	x
- COc1cccc(CNC(=O)CC(NC(=O)c2ccccc2)c2ccccc2)c1 (configuration not stated)
  1	-2	7	2	7	-3	-3	1	3
- CCCCn1c(N)c(N(CCOC)C(=O)COC(=O)CCOc2ccc(C)cc2)c(=O)[nH]c1=O
  -4	3	x	1	1	2	4	3	7
- CCN1CCN(C(=O)c2ccc3nc(-c4ccccc4)c(-c4ccccc4)nc3c2)CC1
  1	1	-4	3	-5	1	1	0	8
- Cc1cc(NC(=O)CSc2ccnc(=O)[nH]2)no1
  3	-7	6	-6	-1	7	0	0	0
- CC1CCCCC1NC(=O)CSc1nnc(-c2ccco2)n1C (configuration not stated)
  0	-1	x	2	1	-7	3	1	-4
- C=CCn1c(COc2ccccc2)nnc1SCC(=O)C(C)(C)C
  1	8	-3	2	-1	0	4	0	9
- COc1ccc(C2(C(=O)Nc3nncs3)CCCC2)cc1
  -1	2	-3	2	-1	-3	0	3	3
- CCn1c(-c2ccccc2Cl)nn(CC(=O)Nc2ccccc2C)c1=S
  -4	-1	-1	-6	3	7	2	-3	15
- COc1ccc(N(CC(=O)NCCc2ccc(S(N)(=O)=O)cc2)S(=O)(=O)c2c(C)noc2C)cc1
  -1	9	-2	3	1	-4	5	0	6
- c1csc(-c2nc(N3CCOCC3)c3ccccc3n2)c1
  -3	6	-1	6	2	-4	0	0	8
- CCN(CC)c1ccc(/C=N/NS(=O)(=O)c2ccc(CNC(C)=O)cc2)cc1
  16	1	8	13	2	-6	4	2	5
- Cc1ccc(Nc2nc(C(=O)NCC3CCCO3)cs2)cc1 (configuration not stated)
  6	2	0	-4	0	-5	-1	4	1
- COc1cc(Br)cc2cc(C(=O)N3CCOCC3)c(=O)oc12
  3	-6	7	-5	-1	5	3	-2	9
- Cc1ccc(OCC(=O)Nc2ccc(S(=O)(=O)Nc3cc(C)nc(C)n3)cc2)cc1
  2	3	-3	8	-4	1	2	1	3
- Cc1c(C(c2ccccc2Br)c2c(C)n(C)n(-c3ccccc3)c2=O)c(=O)n(-c2ccccc2)n1C
  11	8	7	-3	3	1	2	2	9
- COc1ccccc1CN(C(=O)CNC(=O)c1ccco1)C(C(=O)NCC1CCCO1)c1ccccc1 (configuration not stated)
  1	-1	7	-3	0	-7	-7	-1	2
- CC(NC(=O)Cc1ccccc1)c1cc2c(cc1Br)OCCCO2 (configuration not stated)
  7	3	3	3	-6	2	2	1	2
- CC(C(=O)NCc1ccccc1)N1C(=O)C2CC=C(Cl)CC2C1=O (configuration not stated)
  11	4	1	5	-4	-1	5	-1	1
- CCOc1nc(SC(C(C)=O)C(=O)Nc2ccccc2)nc(N(C)C)n1 (configuration not stated)
  15	0	5	8	1	-1	0	-4	5
- CC(=O)Nc1ccc(S(=O)(=O)N2CC(=O)NC(=O)C2)cc1
  -7	5	4	5	0	-2	-1	3	8
- CCCCN(CC)S(=O)(=O)c1ccc(C(=O)Nc2nnc(CSC)o2)cc1
  1	9	2	7	2	-3	-1	-1	6
- CC(=O)NCc1ccc(C(=O)COC(=O)COc2ccc(Cl)c(C)c2)s1
  4	x	x	27*	-2	x	5	x	6
- CCOc1ccc(-c2nnc(NC3=NCCCCC3)o2)cc1
  -2	8	9	2	-2	-7	5	3	11
- COC(=O)c1ccc(N(CC(=O)NC2CCCC2)C(=O)c2ccc(C)s2)cc1
  -3	5	-1	4	1	1	5	3	-7
- CCn1cc(C(=O)NCC(C)C)c(=O)c2cc(F)c(N3CCN(C)CC3)cc21
  x	-12	3	3	7	1	x	-2	x
- COc1ccc(C(=O)c2c3ccccc3[n+]([O-])n2Cc2ccc(C(N)=O)cc2)cc1
  -3	3	6	4	-2	-5	3	0	-3
- Cc1cc(C(=O)Oc2ccccc2C(=O)O)c(C)o1
  -1	1	-2	-3	1	-7	0	-1	5
- CCOc1ccccc1NC(=O)c1nnn(CC(=O)Nc2cc(C)cc(C)c2)c1N
  0	-1	5	7	-4	-5	3	-6	-3
- O=C(NCCCn1ccnc1)c1cc([N+](=O)[O-])cc([N+](=O)[O-])c1
  6	3	10	-1	0	-2	1	-2	3
- CC1=C(C(=O)OCc2ccccc2)C(c2ccccc2)NC(=O)N1CCCC(=O)O (configuration not stated)
  -6	-3	7	2	1	-4	6	-4	6
- O=C(NC1CC1)C1CCN(C2CCN(C(=O)c3c(F)cccc3Cl)CC2)CC1
  -22	-34	-10	-7	-20	-28	-8	-13	-1
- COc1ccc(Nc2nc(N)nc(CSc3nnc(C)s3)n2)cc1
  14	17	11	6	0	9	1	5	2
- CC1(C)Cc2c(cnn2-c2ccc(F)cc2)C(NC(=O)c2ccc(=O)oc2)C1 (configuration not stated)
  -1	1	5	3	0	1	2	-1	4
- Nn1c(SCc2ccccc2)nnc1C1CCCCC1
  5	-8	-5	-3	4	-4	-2	-1	3
- CCn1cc(C(=O)NCC2CCCO2)c(=O)c2cc(S(=O)(=O)N3CCCCC3)ccc21 (configuration not stated)
  2	0	-1	4	-3	-7	7	0	8
- C/C(=C\C(=O)OCC(=O)NCc1ccccc1)C(=O)OCC(=O)NCc1ccccc1
  10	-5	18	-3	-3	1	4	-2	5
- CCc1cc(=O)oc2cc(OCC(=O)NCCN3CCOCC3)c(Cl)cc12
  -1	-6	3	-4	3	2	4	-1	11
- CCOc1ccc(N(CC(=O)NCc2ccc3c(c2)OCO3)C(=O)c2csnn2)cc1
  2	-1	6	2	1	-3	4	-2	-3
- Cc1c2cnn(CC(=O)Nc3c(F)c(F)cc(F)c3F)c(=O)c2c(C)n1Cc1ccccc1F
  21	-16	-6	27*	-11	-16	-3	-4	-6
- C=CCn1c(C(CCCC)CC(O)COCC(C)C)n[nH]c1=S (configuration not stated)
  -1	-3	3	8	-3	5	-2	-2	-2
- COc1ccc2c3n([n+]([O-])c2c1)CCN=C3c1cc(Cl)c(N)c(Cl)c1
  7	1	-2	10	-2	10	1	-2	3
- CC(C)(C)c1cc(C(F)(F)F)c(C#N)c(=O)[nH]1
  3	-2	0	6	-1	-4	5	-4	10
- Cc1ccccc1Nc1nnc(SCC(=O)NCC2CCCO2)s1 (configuration not stated)
  2	x	x	-4	-1	x	3	x	7
- COc1cc(CN2CCN(c3ccccc3F)CC2)cc(OC)c1O
  -2	4	13	2	1	7	0	3	0
- Cc1ccc(N2C(=O)CSC2c2cccnc2)cc1F (configuration not stated)
  8	0	-4	6	-3	-1	0	0	5

(cont.)
Order of results: PAFAH2 FP inh	LYPLA2 counter	GSTO1 counter	pPAFAH inh	PAD4 FP inh	PME-1 inh	PAFAH1B2 inh	LYPLA1 counter	PAFAH1B3 inh
- COCCn1c(SCC(=O)c2c(N)n(C3CC3)c(=O)[nH]c2=O)nnc1-c1cccc(C)c1
  3	0	x	0	1	2	2	3	7
- O=C1CSC(=S)N1/N=C/C=C/c1ccccc1
  4	-2	-1	21	-5	0	7	-7	7
- CC(C)n1c(NCc2cc(Cl)ccc2O)nc2ccccc21
  -3	-4	2	5	2	9	4	-6	-2
- Cn1c(/C=C/N2CCOCC2)c(C(=O)c2ccc(Br)cc2)c(=O)n(C)c1=O
  -2	2	-7	2	2	-3	1	4	1
- COCc1cc([C@@H]2C[C@H]3CN(c4ccccc4)C(=O)[C@]34CCCN24)ccc1OC
  -7	-3	-2	0	-3	-2	-4	-1	-4
- C=CCn1c(SCC(=O)N2CCCC2=O)nc2sc(CC)cc2c1=O
  4	38*	x	10	33*	37*	-2	21*	5
- CCC(C)[C@H](NC(=O)[C@@H]1Cc2ccccc2CN1)C(=O)NCc1ccc(OC)cc1 (some centres not stated)
  -1	4	4	-2	3	-1	3	-1	0
- COc1ccc(-c2nc3ccccc3c(=O)n2CCCn2ccnc2)cc1
  1	4	2	5	-3	-5	3	2	7
- CCOc1cc(N2CCOCC2)c(OCC)cc1NC(=O)c1cc(S(=O)(=O)N2CCOCC2)ccc1F
  -2	x	x	6	0	x	-6	x	10
- O=[N+]([O-])/C=C/c1cn(Cc2ccc(F)cc2)c2ccccc12
  -4	-27	3	-6	-15	-17	0	-15	9
- CCOc1cccc(CN(C)CC2CCCN(CCc3ccc(Cl)cc3)C2)c1O (configuration not stated)
  -2	-5	14	-1	1	-4	-1	-1	4
- Oc1ccc(CNC2CCCCC2)cc1
  2	-5	6	-4	-4	-4	-3	-1	0
- CCCCNC(=NCc1cccc(C(F)(F)F)c1)Nc1ccccc1
  -1	1	9	3	0	-6	0	-3	2
- O=C(COC(=O)CSc1ccc(F)cc1)NCCCc1ccccc1
  9	3	-11	19	-2	6	29*	2	1
- CCC(C)C(NC(N)=O)C(=O)NC1CCC(C)CC1 (configuration not stated)
  x	0	6	1	1	0	x	-1	x

Random excerpt: 2 entries already listed
Order of results: PAFAH2 FP inh	LYPLA2 counter	GSTO1 counter	pPAFAH inh	PAD4 FP inh	PME-1 inh	PAFAH1B2 inh	LYPLA1 counter	PAFAH1B3 inh
- COCCn1c(SCC(=O)c2c(N)n(C3CC3)c(=O)[nH]c2=O)nnc1-c1cccc(C)c1
  3	0	x	0	1	2	2	3	7
- Oc1ccc(CNC2CCCCC2)cc1
  2	-5	6	-4	-4	-4	-3	-1	0
